Bioassay records deposited in PubChem by several laboratories.
OXTR potentiate: potentiators of human oxytocin receptor. P30559. CHO-OTR cells, Fluo-8 calcium fluorescence, potentiator mode; 0% = oxytocin EC15, 100% = EC100. activation, % at 3 µM. actives 0.061% (n = 320,000);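 active = activation above that plate's cutoff, the mean activation of tested compounds plus 3 SD, cut at about 6.6% in these data, passing the limit was not always enough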;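 note: 100% uses oxytocin at 75 nM as the full agonist control; some results filed as inactive read as strong as hits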
Target sequence (P30559 whole entry, looked up): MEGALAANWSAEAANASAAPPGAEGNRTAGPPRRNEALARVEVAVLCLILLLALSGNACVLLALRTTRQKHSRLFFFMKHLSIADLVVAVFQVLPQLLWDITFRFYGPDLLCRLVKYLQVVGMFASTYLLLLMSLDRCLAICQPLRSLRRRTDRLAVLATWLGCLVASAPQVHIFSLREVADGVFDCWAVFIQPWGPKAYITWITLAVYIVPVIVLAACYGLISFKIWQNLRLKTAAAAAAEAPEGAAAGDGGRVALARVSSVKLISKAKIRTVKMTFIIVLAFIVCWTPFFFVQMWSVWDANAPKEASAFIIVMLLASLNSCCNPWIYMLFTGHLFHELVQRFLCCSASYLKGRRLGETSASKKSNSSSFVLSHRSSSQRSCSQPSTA
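Measured by – Fluo-8 calcium dye fluorescence · Test system – human OTR in CHO cells · Dosing – one concentration, 3.0 µM compound · Controls – EC15 oxytocin alone as 0%, 75 nM oxytocin as 100% · Evaluation – normalized max/min fluorescence ratio, % activation · Timing – 6 min pre-incubation, 100 s read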
M18AAP inhibitor: PfM18AAP enzyme inhibition | recombinant PfM18AAP, H-Glu-NHMec fluorogenic cleavage | actives 1.2% (n = 290,000) | inhibition, % at 7.35 µM | AID 1822;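 active = inhibition above the campaign mean inhibition over all tested compounds plus 3 SD, cut at about 28% in these data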;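 note: 0% = plate median of test compound wells and 100% = 2 mM ZnCl2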
NALP1 inh: inhibitors of NALP1 inflammasome in yeast; actives 0.61% (n = 280,000); S. cerevisiae NALP1/ASC/caspase-1 growth, X-gal OD620, 72 h; inhibition, % at 10 µM; in the data active = inhibition mostly above about 24%, no sharp cut-off; inactive = mostly below about 32%; note: some compounds called inactive have numbers as strong as hits
V1aR counter: counter-screen for oxytocin receptor agonists: human V1a receptor agonists; P37288; CHO-V1R cells, Fluo-8 calcium fluorescence, agonist mode; 0% DMSO, 100% 3 nM vasopressin; activation, % at 3 µM; actives 0.25% (n = 320,000); AID 2797;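 active = activation above the mean activation of all tested compounds plus 3 SD, per screening run, cut at about 20% in these data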;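 note: signal is peak over basal fluorescence ratio across a 100 second FLIPR read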
GPR7 antagonist: antagonists of human GPR7 (neuropeptides B/W receptor 1). inhibition, % at 4.4 µM. actives 1.1% (n = 290,000). GPR7-expressing cells, fluorescence antagonist assay. P48145; in the data active = inhibition above about 16%, passing the limit was not always enough;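 note: cells stimulated with the agonist NPW; 0% = agonist with vehicle and 100% = vehicle without agonist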
Target sequence (P48145 whole entry, looked up): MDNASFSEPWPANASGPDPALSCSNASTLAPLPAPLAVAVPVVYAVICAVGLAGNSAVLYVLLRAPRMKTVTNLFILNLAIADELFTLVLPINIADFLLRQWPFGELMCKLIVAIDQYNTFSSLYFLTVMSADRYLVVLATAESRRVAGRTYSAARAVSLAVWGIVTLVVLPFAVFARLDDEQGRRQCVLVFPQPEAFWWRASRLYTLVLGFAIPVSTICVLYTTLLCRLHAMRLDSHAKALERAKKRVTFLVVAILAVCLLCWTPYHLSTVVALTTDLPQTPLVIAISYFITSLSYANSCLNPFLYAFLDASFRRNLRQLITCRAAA
OXTR ag: human OXTR agonism. actives 0.32% (n = 320,000). CHO-OTR cells, Fluo-8 calcium fluorescence; normalized: DMSO 0%, oxytocin 100%. activation, % at 3 µM. P30559;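 active = activation above the mean of all tested compounds plus 3 SD, cutoff set per screening run, cut at about 20% in these data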;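 note: peak over basal fluorescence ratio from a 100 s FLIPR kinetic read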
MEKK2 WT-MEK5: raises or lowers MEK5 binding to wildtype human MEKK2 PB1 domain; Q9Y2U5; bead flow cytometry, Alexa488-MEK5 binding to MEKK2 WT; actives lie on both sides; binding response (% of control), % at 10 µM; actives 1.1% (n = 290,000); AID 1531; in the data active = binding response below about 67% or above about 130%
MEKK2mut PB1 HTS: signal of MEK5 binding to mutant human MEKK2 PB1 domain; bead flow cytometry, Alexa488-MEK5 binding to MEKK2 mutant; percent response, % at 10 µM; actives 0.35% (n = 290,000); AID 1530; in the data active = percent response above about 24%, passing the limit was not always enough; note: inactives centre near 1; some results filed as inactive read as strong as hits
GalR3 antag: human GalR3 antagonism; HEK293 GalR3-CNG cAMP membrane potential fluorescence; galR3 body fused to GalR1 C-terminus; AID 651719; O60755; actives 0.44% (n = 360,000); inhibition, % at 3 µM;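 active = inhibition above the screen-wide average plus 3 SD, cut at about 13% in these data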;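 note: forskolin and galanin both at EC90 stimulate the cells; cAMP rise reported by CNG channel membrane potential dye signal; 0% = forskolin plus galanin with DMSO and 100% = forskolin alone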
Target sequence (O60755 1-299 limits assumed): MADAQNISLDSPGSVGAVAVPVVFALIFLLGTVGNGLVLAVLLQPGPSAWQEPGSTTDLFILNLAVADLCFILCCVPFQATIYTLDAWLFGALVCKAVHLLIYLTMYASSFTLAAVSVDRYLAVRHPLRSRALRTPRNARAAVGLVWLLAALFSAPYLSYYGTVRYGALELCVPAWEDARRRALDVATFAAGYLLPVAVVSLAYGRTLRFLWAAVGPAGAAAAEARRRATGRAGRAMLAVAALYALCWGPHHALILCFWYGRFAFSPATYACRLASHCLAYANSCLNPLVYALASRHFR
An asterisk follows results filed as active; nt = not tested or not shown; & = joins results of further samples.

SMILES,OXTR potentiate,M18AAP inhibitor,NALP1 inh,V1aR counter,GPR7 antagonist,OXTR ag,MEKK2 WT-MEK5,MEKK2mut PB1 HTS,GalR3 antag
Cc1c(/C=N/NC(=O)c2ccc(Br)o2)cnn1C,0,1,15,0.4,-7,-0.1,105,1,-2
COc1ccc(C2C3=C(CC(C)(C)CC3=O)Oc3ncn(CCCn4ccnc4)c(=N)c32)cc1 (configuration not stated),-12,1,10,0.5,-9,-1.3,112,10,0
Cc1ccc(S(=O)(=O)NCc2ccc(/C=C(/C#N)C(=O)NCc3ccccc3)o2)cc1,-8,-6,18,0.2,24*,0.0,100,1,-2
CC(C)(C)NC(=O)/C(=C/c1cccnc1)NC(=O)c1ccco1,5,-1,-7,0.8,-8,0.1,103,3,-3
CCOc1ccc(C(=O)NNC(=O)CCNC(=O)c2ccco2)cc1OC,-5,nt,nt,0.3,nt,0.4,nt,nt,3
CCOC(=O)N1CCN(Cc2cn[nH]c2-c2cc3ccccc3o2)CC1,-6,3,-8,0.0,-8,-0.8,92,-7,-5
COc1ccc2c(c1)CCc1c(C(=O)NCCN3CCOCC3)noc1-2,0,-11,6,0.8,2,0.3,99,6,-7
CCc1c(C)c(C#N)c2nc3ccccc3n2c1-n1nc(C)cc1C,-6,-4,23,-0.7,2,-1.6,96,0,-8
COC(=O)N/N=C\c1c(C)[nH]n(-c2ccccc2)c1=O,0,8,-24,0.9,-20,0.2,101,-1,4
O=C(Nc1ccc([N+](=O)[O-])cc1)C1CC1(c1ccccc1)c1ccccc1 (configuration not stated),-12,-2,19,2.8,-2,-2.0,91,2,-4
COc1ccccc1C(=O)NCC(=O)OCC(=O)c1cccc2ccccc12,-4,nt,nt,-0.3,nt,-0.8,nt,nt,-5
O=C(Nc1ccc2ccccc2c1)C(c1ccccc1)C1CCCC1 (configuration not stated),-12,-3,28,1.4,14,-1.6,131,19,-4
O=C(COc1ccccc1C(=O)O)NC1CCCc2ccccc21 (configuration not stated),-2,2,2,-0.5,14,-0.8,97,0,5
O=C(COC(=O)c1ccc([N+](=O)[O-])s1)Nc1ncc(C(F)(F)F)cc1Cl,-9,-1,16,-0.4,2,-1.2,125,22,0
N/C(=N\OC(=O)c1ccc2ccccc2c1)c1ccncc1,-16,-15,-11,0.3,8,-0.5,97,-6,-1
CCOc1ccc(/C=C/c2nc(C#N)c(NCCCN(C)C)o2)cc1,-4,4,6,-0.1,-5,3.6,140*,26*,-8
O=C(O)CCSc1nnc(COc2cccc3ccccc23)n1-c1cccc(Cl)c1,-5,-9,2,6.3,3,-0.2,101,0,2
CCC(C)NC(=O)c1ccc(C(=O)c2ccccc2)cc1 (configuration not stated),-4,2,-9,-0.3,-4,0.3,92,-2,-5
Cc1cccnc1NC(=S)Nc1ccc(Cl)c(Cl)c1,1,7,-27,0.7,-7,1.5,93,-3,-4
O=c1cc(-c2ccc(O)cc2)oc2ccccc12,-4,6,-5,2.5,-7,1.3,105,4,-5
Cc1cc(/C=C2\SC(=S)NC2=O)c(C)n1-c1ccccc1,-10,5,-2,0.8,-7,0.3,89,-16,-4
CSCCC(NS(=O)(=O)c1ccccc1)C(=O)OCc1cc(=O)oc2cc(O)ccc12 (configuration not stated),-13,nt,nt,1.6,nt,1.5,nt,nt,3
NC(=NCCCCCCN=C(N)/N=C(\N)Nc1ccc(Cl)cc1)/N=C(\N)Nc1ccc(Cl)cc1,-3&-7&-6,5,21,-0.6&-0.4&-0.7,1,-2.2&5.5&-0.6,345*,96*,-3&-3&-1
CC1=Nc2cc(C(=O)NCc3ccco3)ccc2Sc2ccc(C)cc21,1,9,-48,0.8,14,0.6,91,-2,-3
Cc1cccc(C(C)C)c1NC(=O)COC(=O)CNS(=O)(=O)c1ccccc1,-5,nt,nt,-0.4,nt,-0.1,nt,nt,-4

Continuation.
SMILES,OXTR potentiate,M18AAP inhibitor,NALP1 inh,V1aR counter,GPR7 antagonist,OXTR ag,MEKK2 WT-MEK5,MEKK2mut PB1 HTS,GalR3 antag
Cc1ccc(C(=O)COc2ccccc2-c2ccccc2)cc1,-4,-5,16,1.5,-5,-1.9,104,-2,-2
CC(C)NC(=O)c1ccc2c(=O)n(Cc3ccco3)c(=S)[nH]c2c1,-3,2,12,0.3,10,0.6,96,-9,-6
Cc1cc(-n2c(C)cc(C(=O)CSc3[nH]c(=O)cc(C(F)(F)F)c3C#N)c2C)no1,-9,nt,nt,6.0,nt,6.8,nt,nt,-8
Cc1cc(C)c(CN2CCN(C(=O)Cn3ccc(N)nc3=O)CC2)c(C)c1,-6,nt,nt,-0.5,nt,0.3,nt,nt,-5
CCOCCCNC(=O)CCC(=O)NNc1nc2ccccc2c2nc(-c3ccccc3)nn12,-7,4,26,-0.7,-4,0.6,114,17,4
Cc1c(NC(=O)c2ccc3c(c2)C(=O)N(CC2CCCO2)C3=O)cccc1C(=O)O (configuration not stated),-5,4,nt,0.5,-2,1.0,nt,nt,-1
O=C(Nc1ccccc1)N1CCC(C(=O)N(Cc2ccco2)Cc2cccs2)CC1,-4,0,19,0.2,-7,-1.1,98,-5,-5
CCOc1cc(/C=N/NC(=O)c2nnn(-c3nonc3N)c2C)ccc1OCc1ccc(F)cc1,2,-4,21,-0.5,-10,1.6,102,1,0
Oc1cnn(-c2ccccc2)c1,-6,-6,nt,0.5,-8,0.8,115,8,-4
O=C(c1ccc(S(=O)(=O)Cc2cc(F)ccc2F)c([N+](=O)[O-])c1)N1CCCC1,-2,5,-5,-0.2,-4,1.0,92,-4,2
OCCNc1nc(N2CCOCC2)nc(N2CCOCC2)n1,-2,0,-3,-0.8,5,-0.4,100,-1,-3
Cc1c(C(=O)NC(C)CCc2ccccc2)cccc1[N+](=O)[O-] (configuration not stated),-4,-2,6,0.4,-3,4.9,106,3,1
CCOc1cc(C2C3=C(CC(C)(C)CC3=O)N(C)C3=C2C(=O)CC(C)(C)C3)ccc1O,-13,19,16,-0.1,-4,-0.6,110,1,-11
CC(=O)c1cnc2nc(SCc3ccc(Cl)cc3)nn2c1C,-14,-8,-12,3.8,-6,0.0,105,4,0
O=C(NNS(=O)(=O)c1ccc(Cl)cc1)C1CCN(Cc2ccccc2)CC1,-10,0,14,-0.1,-4,0.5,104,0,1
COC(=O)c1ccc(OS(=O)(=O)c2ccc(NC(C)=O)cc2)cc1,-11,-3,32,9.2,2,8.1,99,2,-2
O=C(NNc1c(F)c(F)cc(F)c1F)c1cc2ccccc2oc1=O,-14,-9,13,3.9,2,3.2,91,-2,-6
COc1cccc(CNC(=O)c2ccccc2C(=O)NC(C)(C)C(=O)NCc2cccc(OC)c2)c1,-5,-2,20,-0.7,3,-1.1,98,-5,-8
CCCCn1c(=O)c(CCC(=O)OCC(=O)Nc2ccc(F)c(Cl)c2)nc2ccccc21,-8,10,nt,0.1,-5,-1.1,102,-2,-5
Cc1ccc(OCC(=O)NC(=S)Nc2ccc(Br)c(C)n2)cc1,-3,5,17,1.3,-7,-0.6,102,6,2
COc1ccc2c(C)cc(Sc3nnnn3-c3ccccc3)nc2c1,-6,-2,26,-0.3,-4,-2.7,102,0,-5
CC(=O)c1c(C)[nH]c(C(=O)CN2C(=O)NC(C)(C)C2=O)c1C,5,nt,nt,-0.3,nt,-0.5,nt,nt,2
CCOc1ccc(N(CC(=O)Nc2ccc(OC)cc2)S(=O)(=O)c2c(C)noc2C)cc1,-4,3,1,-0.1,-13,0.8,102,2,0
c1ccc(-c2n[nH]c3ccccc23)cc1,-4,-1,22*,-1.1,2,-1.0,104,4,nt
CCOc1ccc(-c2cc(C(=O)NN3CCN(C)CC3)c3cc(Cl)ccc3n2)cc1,-2,-6,37,0.1,-2,0.7,116,27,-3

(list continues)
SMILES,OXTR potentiate,M18AAP inhibitor,NALP1 inh,V1aR counter,GPR7 antagonist,OXTR ag,MEKK2 WT-MEK5,MEKK2mut PB1 HTS,GalR3 antag
COc1ccc2c(C(=O)c3ccc(C)cc3)n(Cc3ccc(C(N)=O)cc3)[n+]([O-])c2c1,-8,nt,nt,0.6,nt,0.4,nt,nt,-1
CCOc1ccccc1OCC(=O)NC1CCCCC1,2,-4,3,-0.1,5,-1.6,104,6,-1
Cc1cc(-c2n[nH]c(=S)n2/N=C/c2cccc(O)c2)n[nH]1,-7,6,-11,-0.3,-9,-0.2,102,3,-4
CCCc1ccc(S(=O)(=O)N2CCN(C(C)C(=O)NCc3ccc(OC)cc3)CC2)cc1 (configuration not stated),-8,nt,nt,2.9,nt,-1.0,nt,nt,-8
CN=C(Nc1cc(C)nn1-c1ccccc1)c1ccccc1F,3,-1,14,-0.8,1,-1.1,109,4,-6
CN(C)C(=O)c1ccc(-c2cc(C(F)(F)F)nn2C)s1,-4,-1,2,0.3,-21,-1.7,99,2,-1
Cc1nn(-c2ccccc2)c2ncc(C(=O)c3cc(Cl)ccc3O)cc12,-10,-1,28,-0.8,-16,-2.2,106,0,-3

Sorted by length of the SMILES (low to high): part of the list above
SMILES,OXTR potentiate,M18AAP inhibitor,NALP1 inh,V1aR counter,GPR7 antagonist,OXTR ag,MEKK2 WT-MEK5,MEKK2mut PB1 HTS,GalR3 antag
CN=C(Nc1cc(C)nn1-c1ccccc1)c1ccccc1F,3,-1,14,-0.8,1,-1.1,109,4,-6
COC(=O)N/N=C\c1c(C)[nH]n(-c2ccccc2)c1=O,0,8,-24,0.9,-20,0.2,101,-1,4
CCc1c(C)c(C#N)c2nc3ccccc3n2c1-n1nc(C)cc1C,-6,-4,23,-0.7,2,-1.6,96,0,-8
COc1ccc2c(c1)CCc1c(C(=O)NCCN3CCOCC3)noc1-2,0,-11,6,0.8,2,0.3,99,6,-7
COc1ccccc1C(=O)NCC(=O)OCC(=O)c1cccc2ccccc12,-4,nt,nt,-0.3,nt,-0.8,nt,nt,-5
COC(=O)c1ccc(OS(=O)(=O)c2ccc(NC(C)=O)cc2)cc1,-11,-3,32,9.2,2,8.1,99,2,-2
CC(C)NC(=O)c1ccc2c(=O)n(Cc3ccco3)c(=S)[nH]c2c1,-3,2,12,0.3,10,0.6,96,-9,-6
Cc1cc(C)c(CN2CCN(C(=O)Cn3ccc(N)nc3=O)CC2)c(C)c1,-6,nt,nt,-0.5,nt,0.3,nt,nt,-5
O=C(Nc1ccccc1)N1CCC(C(=O)N(Cc2ccco2)Cc2cccs2)CC1,-4,0,19,0.2,-7,-1.1,98,-5,-5
CCOc1ccc(-c2cc(C(=O)NN3CCN(C)CC3)c3cc(Cl)ccc3n2)cc1,-2,-6,37,0.1,-2,0.7,116,27,-3
CCCc1ccc(S(=O)(=O)N2CCN(C(C)C(=O)NCc3ccc(OC)cc3)CC2)cc1 (configuration not stated),-8,nt,nt,2.9,nt,-1.0,nt,nt,-8
COc1cccc(CNC(=O)c2ccccc2C(=O)NC(C)(C)C(=O)NCc2cccc(OC)c2)c1,-5,-2,20,-0.7,3,-1.1,98,-5,-8
